RAD54 inh – inhibitors of human RAD54 branch migration | Q92698 | RAD54 Holliday junction branch migration, FAM/BHQ fluorescence | inhibition, % at 10.4 µM | 360,000 compounds, 0.14% hits;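 active means mean normalized replicate activity at least 40 and at least half of replicates scoring 40 or more; inconclusive means only one of the two criteria met; inactive means mean below 40 and under half of replicates reaching 40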;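 further: 0% = median of neutral control wells and 100% = median of positive control wells; inhibitors cause a drop in the FAM fluorescence signal; in these data hits start at about 50%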
E-selectin induc – E-selectin induction on HUVECs; 260,000 compounds, 0.37% hits; activation, % at 7.58 µM; P16581; HUVEC E-selectin immunofluorescence imaging; normalized: neutral wells 0, TNF-alpha wells 100;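 active means mean E-selectin-positive cell signal at least 10% of the positive control, reached in at least 60% of replicates, without over 20% cell loss; inconclusive means no rule given, readout overlaps actives, possibly toxicity-flagged; inactive means the rest, including those meeting only one limit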;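 further: in these data hits start at about 27%; measured in HUVEC primary endothelial cells; signal is the percent of cells scored E-selectin positive by PE staining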
Target sequence (P16581 whole entry, looked up): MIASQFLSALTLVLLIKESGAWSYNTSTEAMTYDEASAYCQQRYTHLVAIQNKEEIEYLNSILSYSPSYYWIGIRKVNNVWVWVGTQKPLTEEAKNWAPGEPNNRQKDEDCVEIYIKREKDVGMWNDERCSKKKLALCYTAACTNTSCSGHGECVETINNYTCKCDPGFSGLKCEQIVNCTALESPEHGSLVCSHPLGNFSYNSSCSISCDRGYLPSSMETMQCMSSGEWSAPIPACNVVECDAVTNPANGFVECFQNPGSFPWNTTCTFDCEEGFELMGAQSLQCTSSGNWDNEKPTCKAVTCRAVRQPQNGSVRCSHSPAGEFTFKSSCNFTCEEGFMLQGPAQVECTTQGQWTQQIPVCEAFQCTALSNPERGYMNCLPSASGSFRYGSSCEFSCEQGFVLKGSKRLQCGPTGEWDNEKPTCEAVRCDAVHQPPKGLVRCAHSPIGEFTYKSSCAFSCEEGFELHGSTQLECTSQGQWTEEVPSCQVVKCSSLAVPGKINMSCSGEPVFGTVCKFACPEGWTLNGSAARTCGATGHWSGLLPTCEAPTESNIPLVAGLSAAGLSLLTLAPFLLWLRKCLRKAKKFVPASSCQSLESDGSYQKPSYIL
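System: HUVEC, human umbilical vein endothelial cells; quantity: 3,000 cells/well; buffer or medium: EGM-2 medium, gelatin-coated wells; dosing: single-point compound dose; detection: immunofluorescence imaging; evaluation: % PE-positive cells; benchmarks: TNF-alpha, DMSO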
Xi reactivation – reactivates the inactive X chromosome in mouse fibroblasts. activation, % at 7.58 µM. XiGFP mouse fibroblasts, % GFP-positive cells imaging, 3 d; cells co-treated with 5-aza-dC sensitizer; scaled so ellipticine positive control = 100%. AID 743238. 360,000 compounds, 0.055% hits;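 active means mean normalized replicate activation at least 10% and every replicate at or above 10%; inconclusive means only one of the two criteria met; inactive means mean below 10% and not all replicates reach 10%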;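 further: 0% = median of on-plate neutral control wells and 100% = ellipticine 6 µM median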
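Material: SV40-immortalized XiGFP fibroblast cells, line 68-5-11 | Buffer or medium: DMEM containing 5-aza-dC | Dosing: One concentration, pinned | Times: 3 d treatment, 15 min room-temperature fixation | Controls: Ellipticine 6 µM positive control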
DENV2 CPE – inhibitors of DENV2 cytopathic effect; DENV2-infected cells, cytopathic effect rescue, plate reader; CPE inhibition, % at 9.99 µM; 350,000 compounds, 1.7% hits; AID 651640; in the data active means CPE inhibition above about 20%, passing the limit was not always enough; inconclusive means no clear call, values can overlap the other calls; tested in BHK-21 cells;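 further: 0% = median of neutral control wells and 100% = median of positive control wells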
RAD52 anneal inh – RAD52 (human) annealing inhibition; recombinant RAD52 DNA annealing, FRET fluorescence; inhibition, % at 18.7 µM; 360,000 compounds, 0.46% hits; AID 651710;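 active means every replicate showing at least 50% inhibition; inconclusive means mean inhibition at least 50% but not in every replicate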
Target sequence (P43351 whole entry, looked up): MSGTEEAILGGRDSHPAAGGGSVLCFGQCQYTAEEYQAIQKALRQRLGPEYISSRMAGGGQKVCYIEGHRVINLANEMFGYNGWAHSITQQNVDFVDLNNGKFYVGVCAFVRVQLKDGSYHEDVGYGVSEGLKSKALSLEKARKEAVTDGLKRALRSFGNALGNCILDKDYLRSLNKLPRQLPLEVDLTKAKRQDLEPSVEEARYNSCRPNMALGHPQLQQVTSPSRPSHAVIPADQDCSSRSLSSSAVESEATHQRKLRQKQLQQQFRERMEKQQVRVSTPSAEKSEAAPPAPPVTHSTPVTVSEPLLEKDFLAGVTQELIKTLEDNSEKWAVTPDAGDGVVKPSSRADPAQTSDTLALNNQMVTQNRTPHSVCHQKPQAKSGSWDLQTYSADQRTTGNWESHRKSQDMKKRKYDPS
F508del corr – CFTR F508del correction in bronchial cells. CFBE cells, YFP halide quenching; stimulated with forskolin plus potentiator P3; % fluorescence drop versus neutral controls. activity (quench increase), % at 7.58 µM. 350,000 compounds, 0.36% hits;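 active means mean added fluorescence quench of at least 8% versus neutral control, with both replicates also reaching 8%; inconclusive means only one of the mean or replicate conditions met; inactive means mean below 8% and not both replicates reaching 8%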;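 further: cells transiently co-express mutant CFTR-F508del with the halide-sensitive YFP; corrector assay measuring rescue of mutant channel to the surface after 24 h compound exposure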
INS-1E GSIS act – GLuc luminescence reporter in INS-1E cells, primary screen for activators of glucose-dependent secretion of insulin | INS-1E GLuc reporter insulin secretion, 2-3 h | activation, % at 16.6 µM | 370,000 compounds, 0.61% hits;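 active means lowest replicate activation of at least 40%, so every replicate reaches that level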;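 further: 0% = median of neutral control wells and 100% = median of IBMX positive control wells; some compounds called inactive have numbers as strong as hits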
Casp6 inh – inhibitors of human caspase-6; P55212; purified caspase-6, Z-VEID-R110 cleavage fluorescence; inhibition, % at 12.5 µM; 350,000 compounds, 0.53% hits; AID 686996;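 active means mean inhibition across replicates at least about 35%, with every replicate also reaching that limit, limit read from the data; inconclusive means only one of the two criteria met; inactive means neither criterion met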;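 further: 0% = median of neutral control wells and 100% = no fluorescence left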
* hit, by the source's call; ? = inconclusive; / = not tested or not shown; & = joins results of further samples.

SMILES	RAD54 inh	E-selectin induc	Xi reactivation	DENV2 CPE	RAD52 anneal inh	F508del corr	INS-1E GSIS act	Casp6 inh
CCNC(=S)NNC(=O)c1ccc(=O)n(Cc2ccccc2)c1	2	/	0.0	1	-3	0.3	4	-2
CC1(C(=O)NS(=O)(=O)C2CC2)CCCN(C(=O)c2ccc3c(c2)OCO3)C1 (stereo not given)	-2	-0.3	0.0	13	-5	-2.0	5	0
Cc1ccc(C)c(NC(=O)CN(C)C(=O)c2ccc(-c3ccc(Cl)cc3)o2)c1	/	-0.1	0.1	9	-14	1.2	4	1
COC(=O)c1ccc(C(NC(=O)c2cccnc2)NC(=O)c2cccnc2)cc1	/	/	0.0	0	-10	-0.5	7	1
COc1cccc(-c2cc(C(=O)NCC3CCCO3)on2)c1 (stereo not given)	4	23	0.0	19	-9	-0.2	-2	-1
O=C(CNC(=O)c1ccccc1)NCC(=O)OCC(=O)c1ccc(F)cc1	-2	-0.7	0.1	0	-12	-2.9	-2	-2
C/C(=N\N=C(N)N)c1cc(Cl)ccc1Cl	/	/	0.1	0	-1	/	7	-5
CCOc1ccc(S(=O)(=O)NCc2ccccc2)cc1C(N)=O	/	/	0.1	1	-9	2.4	-1	2
COc1ccccc1-c1ccc([C@@H]2[C@H](CO)N(CC3CC3)C23CN(S(C)(=O)=O)C3)cc1	/	0.0	0.1	-11	-7	3.1	4	1
O=C(C[C@H]1CC[C@@H]2[C@H](COC[C@@H](O)CN2Cc2ccc(Cl)cc2)O1)Nc1nccs1	3	0.0	-0.1	-12	-4	-2.4	-8	-1
COc1ccc(Cn2cc(CN3[C@@H](c4ccccc4)COc4cc(Br)ccc4S3(=O)=O)nn2)cc1	/	0.0	0.0	-2	7	-1.3	-6	-2
CCOC(=O)C1=C(C)NC(=O)NC1c1ccc(-c2ccc(F)cc2)o1 (stereo not given)	/	/	0.0	/	-35	-2.0	-8	7
CCOc1cc(/C=N/NC(=O)C(=O)NCC2CCCO2)ccc1OCC(=O)N1CCOCC1 (stereo not given)	-4	1.5	0.1	17	-12	-1.6	/	-5
CCCN(C)C[C@H]1OCCCC[C@H](C)Oc2ccc(NS(=O)(=O)c3ccc(C)cc3)cc2C(=O)N([C@@H](C)CO)C[C@@H]1C	2	0.1	0.1	5	37	3.8	-2	-4
C[C@@H]1CCCCO[C@@H](CN(C)Cc2ccc(Cl)c(Cl)c2)[C@@H](C)CN([C@H](C)CO)C(=O)c2cc(NC(=O)c3ccncc3)ccc2O1	-2	0.1	0.2	-6	-67	0.2	-13	0
CN(C)CCCNc1oc(/C=C/c2ccccc2)nc1C#N	/	/	0.2	-4	-1	0.0	-2	-1
COCC(=O)Nc1ccc2c(c1)OC[C@@H](C)N(C(=O)Nc1ccccc1F)C[C@@H](C)[C@H](OC)CN(C)C2=O	0	0.2	-0.1	/	/	-2.4	8	/
O=C(NC(=S)Nc1ccccc1N1CCCC1)c1cccs1	-2	/	0.1	2	-5	/	-5	2
CC(=O)Nc1ccc(NC(=O)[C@@H](NC(=O)c2ccccc2F)C(C)C)cc1	-38	-0.1	0.0	-1	-9	0.6	12	2
CC(OC(=O)C1CC(O)CN1S(=O)(=O)c1ccccc1[N+](=O)[O-])C(=O)N1CCCCC1 (stereo not given)	7	/	0.2	/	-8	-2.1	16	5
CN1[C@H](C(=O)NCC2CC2)[C@@H](CO)[C@@H]2Cn3c(ccc(-c4ccc(F)cc4)c3=O)[C@@H]21	8	0.4	0.7	5	-1	-2.0	3	1
CN1CCN(C(c2ccccc2)c2ccc(Cl)cc2)CC1 (stereo not given)	2	0.0	-0.3	?	11	-9.2	-15	-2
COCCN(C(=O)c1ccc(-c2ccc([N+](=O)[O-])cc2)o1)c1c(N)n(CC(C)C)c(=O)[nH]c1=O	5	-0.2	-0.1	4	-20	-0.3	-6	4
CN(C)c1cccc(N(C)C)c1CNC(=O)NC(=O)c1c(F)cccc1F	-15	-0.8	0.1	4	0	-0.4	7	8
CCN(CC)S(=O)(=O)c1ccc(=O)[nH]c1	/	/	-0.1	0	3	1.0	18	0
CNc1c(NS(=O)(=O)c2ccc(F)cc2)c(=O)oc2ccccc12	-3	/	0.0	3	0	-0.9	6	2
CC(C)c1ccc(C(O)P(=O)(OCc2ccccc2)c2ccc(N(C)C)cc2)cc1 (stereo not given)	-8	/	0.0	-5	-7	-1.0	/	5
COC(=O)c1c(NC(=O)COC(=O)c2ccc(Cl)nc2)sc(C)c1C	-3	-0.1	-0.1	9	-11	2.2	11	-3
Cc1ccccc1-c1cnc2c(c1)C(=O)N([C@@H](C)CO)C[C@@H](C)[C@@H](CN(C)C(=O)CC1CC1)O2	-2	-0.6	-0.9	-3	7	-0.8	1	2
CCOC(=O)C1CCN(C(=O)c2cc3cc(Cl)ccc3[nH]2)CC1	-14	-0.1	0.0	0	-46	1.9	0	0
CC(=O)N1c2ccc(S(=O)(=O)N3CCCC(C(=O)N4CCCC(C)C4)C3)cc2CC1C (stereo not given)	-4	/	0.2	-8	-4	-1.2	3	6
COc1ccc(C(=O)Nc2ccc3c(c2)C(=O)N(C)[C@H]2CC[C@H](CC(=O)NCC4CC4)O[C@H]2CO3)cc1	6	-0.3	0.0	11	7	/	6	/
Cc1cccc(-c2nc(CS(=O)CC(=O)N3CCN(C)CC3)c(C)o2)c1 (stereo not given)	-2	/	0.1	4	-13	0.9	-9	-2
C=CCOC(=O)C1=C[C@@H](c2csc3ccccc23)C[C@@H](OCCCCO)O1	-1	0.6	0.0	/	/	1.9	-15	/
CC(=O)Nc1ccc(-c2ccnc3c2CC(C(=O)Nc2cccc(N(C)C)c2)O3)cc1 (stereo not given)	8	1.7	0.0	-3	-11	-0.4	7	4
CCc1cc(=O)oc2c3c(cc(OCC(=O)NCCN4CCOCC4)c12)OC(C)(C)CC3	3	/	/	0	-4	0.5	-8	0
C[C@H](CO)N1C[C@H](C)[C@@H](CN(C)Cc2ccc(C(F)(F)F)cc2)Oc2c(NC(=O)Nc3ccc(F)cc3)cccc2C1=O	3	0.5	0.7	69*	18	1.1	-25	-2
COC(=O)[C@@H](NC(=O)NCc1ccc(F)cc1)C(C)C	3	/	/	10	-7	-1.2	7	-4
CCC(C)C1(C2CCCC2)NC(=O)NC1=O (stereo not given)	-6	0.3	0.2	?	1	2.8	9	0
COCCN(C(=O)COC(=O)/C=C/c1ccccc1Cl)c1c(N)n(Cc2ccccc2)c(=O)[nH]c1=O	3	/	0.0	6	2	-1.6	17	-1
Cc1cccnc1NC(=O)CCn1c(=O)oc2ccccc21	-5	-0.7	-0.1	1	0	2.9	26	0
C[C@H](CO)N1C[C@H](C)[C@H](CN(C)C(=O)Nc2ccc(F)cc2)Oc2c(NC(=O)Nc3ccccc3)cccc2C1=O	9	0.1	-0.5	?	-20	2.4	-28	4
O=C(Nc1ccccc1)N1CCCCN2[C@H](CO)[C@@H](c3ccc(C#CC4CC4)cc3)[C@@H]2C1	0	-0.3	0.0	10	-32	-2.5	-21	-5
N#Cc1c(/N=C/c2ccc(-c3ccccc3C(=O)O)o2)sc2c1CCCC2	7	0.6	-0.1	3	-26	-2.5	9	57*
CCc1nc2ccc(C(=O)N3CCN(S(=O)(=O)CC)CC3)cn2c1N(C)C(=O)c1cccc(OC)c1	-1	-0.2	-0.1	-12	-10	1.8	/	-2
C[C@H](CO)N1C[C@H](C)[C@@H](CN(C)C(=O)Nc2ccc(C(F)(F)F)cc2)Oc2c(NC(=O)NC3CCCCC3)cccc2C1=O	-18&-4	0.4&0.3	-0.7&0.0	-1	14&2	6.0&0.1	-33&-15	-1&-1
CCOc1cc(/C=N/NC(=O)c2c(C)nc3ccc(Cl)cn23)ccc1O	3	0.1	0.1	5	2	-2.1	/	4
C[C@@H]1CN([C@H](C)CO)C(=O)c2cc(-c3cccc(C#N)c3)cnc2O[C@@H]1CN(C)C(=O)C1CCC1	2	0.8	-1.2	-3	-6	4.4	5	-2
COc1ccc(NC(=O)Nc2nnc(C(C)(C)C)s2)cc1	/	/	0.1	-1	-3	-4.2	2	-1
CO[C@H]1CN(C)C(=O)c2cc(NC(=O)C3CC3)ccc2OC[C@H](C)N(Cc2cccc(F)c2)C[C@@H]1C	3	-0.3	-0.5	-1	-8	-1.4	1	-5
CN(CC(=O)Nc1c(Cl)cccc1Cl)C(=O)c1ccccc1SCC(=O)N1CCCC1	-18	-0.4	-0.1	-5	25	-0.5	2	-220
Cc1cc(C(=O)Nc2cccc3c2O[C@H](CN(C)Cc2ccc4c(c2)OCO4)[C@@H](C)CN([C@H](C)CO)C3=O)n(C)n1	6	-9.4	0.1	-12	3	-1.2	1	1
CCN1CCn2c1nc(N1CCOCC1)nc2=O	-16	/	/	2	-5	5.7	-9	0
COc1cc(C(=O)NCc2nnc(SCC(=O)N3CCOCC3)o2)cc(OC)c1OC	/	/	0.0	1	-7	/	12	-1
C[C@@H]1CCCCO[C@@H](CN(C)C(=O)Nc2cccc3ccccc23)[C@H](C)CN([C@H](C)CO)C(=O)c2cc(NS(=O)(=O)c3cn(C)cn3)ccc2O1	-12	-0.2	-0.4	-11	/	0.6	-12	/
O=C(Cc1ccncc1)NCC[C@@H]1CC[C@H](NC(=O)C2CCC2)[C@H](CO)O1	-1	-0.2	-0.7	2	-21	-1.9	14	-1
O=C(CSc1nc2ccccc2c(=O)n1-c1ccc(F)cc1F)Nc1ccc(N2CCOCC2)cc1	-10	0.9	0.0	3	-7	/	9	2
O=C(Nc1ccc(F)cc1)C(c1cc2ccccc2o1)N1CCN(c2cccc(C(F)(F)F)n2)CC1 (stereo not given)	/	-0.1	0.0	-6	-9	-1.3	4	-1
CCCCCCSc1ccc(-c2nc3ccc(C)cn3c2NCc2ccccc2)cc1OC	-2	0.1	-0.2	9	-13&-14	-0.7	-12&-15	1&-3
CCOc1cc(CN2CCCC(CO)(Cc3ccc(F)cc3F)C2)ccc1OC (stereo not given)	-3	/	-0.1	3	-19	1.8	/	-3
Following part.
SMILES	RAD54 inh	E-selectin induc	Xi reactivation	DENV2 CPE	RAD52 anneal inh	F508del corr	INS-1E GSIS act	Casp6 inh
COc1ccc(NC(=O)N(C)C[C@H]2Oc3c(NC(=O)C4CCOCC4)cccc3C(=O)N([C@@H](C)CO)C[C@@H]2C)cc1	-4	0.9	-0.2	-3	12	-2.8	0	1
C[C@H]1CN([C@@H](C)CO)S(=O)(=O)c2ccc(C#CC3(O)CCCC3)cc2O[C@H]1CN(C)C	6	-0.5	0.9	-13	5	0.6	6	1
CCOC(=O)c1c(S(=O)(=O)N(C)Cc2ccccc2)c(C)n(C)c1C	-10	/	0.1	9	2	-1.6	8	5
C[C@H]1CN([C@@H](C)CO)C(=O)c2cc(C3=CCCC3)cnc2O[C@@H]1CN(C)C(=O)Nc1cccc(F)c1	6	-0.1	0.0	-1	-7	0.8	-26	0
COc1cccc(CN(C)C(=O)/C=C/c2ccc(S(=O)(=O)N3CCCCCC3)cc2)c1	7	0.2	0.0	7	-13	-0.1	-38	-3
Cn1nnnc1SCC(=O)Nc1cc(S(=O)(=O)N2CCCC2)ccc1Cl	/	/	0.0	5	1	-1.9	-10	7

Bioassay records (PubChem)
